# Screening data: PubChem BioAssay, National Center for Advancing Translational Sciences (NCATS)
# ALOX12 inh: Primary qHTS assay for inhibitors of human arachidonate 12S-lipoxygenase (ALOX12): Round 2; Polyunsaturated fatty acid lipoxygenase ALOX12 (Homo sapiens), P18054; AID 1671190, 2021; actives 1.1% (n = 580,000); purified 12hLO, xylenol orange hydroperoxide absorbance; Potency, µM (top dose mostly 108 µM), inactives show top-dose activity change, negative = inhibition, actives largely listed as inhibitors; active means well fitted inhibition curve with a large enough effect; inconclusive means small, poorly fitted or top-dose-only effect, or another doubt; inactive means no such curve, though single readings can be large or run the other way
# Target sequence (P18054 whole entry, looked up): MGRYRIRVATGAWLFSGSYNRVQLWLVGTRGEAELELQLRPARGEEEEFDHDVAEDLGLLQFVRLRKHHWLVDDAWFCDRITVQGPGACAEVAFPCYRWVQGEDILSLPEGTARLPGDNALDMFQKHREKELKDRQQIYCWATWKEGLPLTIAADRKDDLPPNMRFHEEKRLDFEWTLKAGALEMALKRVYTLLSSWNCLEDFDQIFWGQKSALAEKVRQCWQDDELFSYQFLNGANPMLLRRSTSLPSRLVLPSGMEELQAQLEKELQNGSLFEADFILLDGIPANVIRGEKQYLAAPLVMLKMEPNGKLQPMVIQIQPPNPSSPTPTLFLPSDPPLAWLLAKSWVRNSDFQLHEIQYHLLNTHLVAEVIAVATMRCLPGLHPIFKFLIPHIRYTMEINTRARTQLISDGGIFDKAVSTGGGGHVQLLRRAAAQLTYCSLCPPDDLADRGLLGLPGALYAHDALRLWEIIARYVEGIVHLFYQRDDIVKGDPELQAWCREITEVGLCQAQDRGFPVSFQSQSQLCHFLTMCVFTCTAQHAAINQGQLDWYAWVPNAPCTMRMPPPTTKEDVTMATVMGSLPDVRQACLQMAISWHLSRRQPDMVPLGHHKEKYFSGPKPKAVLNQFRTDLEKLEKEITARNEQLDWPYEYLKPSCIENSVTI
#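 Hydroperoxide product was detected by ferrous iron/xylenol orange as the 573 to 405 nm absorbance ratio. Arachidonic acid at 40 uM (final) was turned over for 30 min at room temperature by 150 nM human 12hLO, pH 7.0 Hepes buffer, after 15 min compound preincubation.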
# Numbers without * were called inactive; ? = inconclusive; [ ] = another dose, or the depositor's remark. On the % scale 0 is the no-effect control and ±100 the full control effect; potency means the concentration at half of the fitted maximal effect. An excerpt; the hit share may differ from the screen's.
ALOX12 inh	SMILES
-18.3%	COc1ccc(CSc2nnc(C3CC3)n2C2CC2)cc1F
52.2%[activator]	CCN1CCN(CCNC(=O)COCc2cc(-c3cccs3)on2)CC1
33.1%	CCNC(=O)N1C[C@@H](Oc2ccccc2)C[C@@H]1C(=O)N1CCOCC1
-2.1%	COC(=O)c1c(C)[nH]c(C(=O)CSc2nncn2C(C)C)c1C
82.7%[activator][176 µM]	CC1=NOC2(CCN([S+](=O)([O-])c3cccs3)C2)C1 (stereo not given)
-5.0%	COC(=O)C1=CN(CC(=O)Nc2ccc(C(C)C)cc2)S(=O)(=O)N=C1C
48.3%[activator]	Cc1csc(CNC(=O)N(C)Cc2ccc3c(c2)OCO3)n1
?	CCCNC(=O)N1CCC2(CC1)CN(C(=O)c1ccccc1)[C@H](CO)c1[nH]c3cc(OC)ccc3c12
0.4%[176 µM]	O=C1COCC2(CN1Cc1ccccc1)CN(C(=O)c1cncc(F)c1)C2
10.6%	COc1ccc(C(=O)N2CCC3(CC2)CC(CO)N(C(=O)c2ccccc2)C3)cc1 (stereo not given)

# Four compounds already listed, arranged by the value under ALOX12 inh, rising.
ALOX12 inh	SMILES
-18.3%	COc1ccc(CSc2nnc(C3CC3)n2C2CC2)cc1F
-5.0%	COC(=O)C1=CN(CC(=O)Nc2ccc(C(C)C)cc2)S(=O)(=O)N=C1C
-2.1%	COC(=O)c1c(C)[nH]c(C(=O)CSc2nncn2C(C)C)c1C
33.1%	CCNC(=O)N1C[C@@H](Oc2ccccc2)C[C@@H]1C(=O)N1CCOCC1

# The list goes on:
ALOX12 inh	SMILES
9.0%	COc1ccc(C(=O)N2CCCN(c3nc4ncccc4o3)CC2)cc1
44.1%[activator]	O=C1NCCCCCCN(C(=O)Cc2cccnc2)[C@@H]2C[C@@H](c3nc(-c4cnccn4)no3)C[C@H]12
-2.3%	COCCn1c(SCc2ccc(Cl)cc2Cl)nnc1-c1ccncc1
-23.7%	CC(=O)c1ccc(OC(=O)C23CC4CC(CC(Cl)(C4)C2)C3)cc1
-27.5%	O=C(NCc1coc(-c2cccs2)n1)c1cccc(I)c1
?	c1csc(CNC2C3CC4CC(C3)CC2C4)c1 (stereo not given)
-0.2%	CCOc1cccc(-c2cc(C(=O)O)c3cc(C)cc(C)c3n2)c1
-6.8%	CC(=O)N1CCN(S(=O)(=O)c2cccc(C(=O)NC3CCCC(C)C3C)c2)CC1 (stereo not given)
?	O=C(Cc1cnc[nH]1)N1Cc2ccccc2CC2(CCCN(CC3CCNCC3)C2)C1 (stereo not given)
5.0%	COc1ccc(NC(=O)c2n[nH]c3ccccc23)cc1S(=O)(=O)Nc1ccccc1Cl
10.8%[176 µM]	COc1cccc(Nc2cc3c(cn2)CN(Cc2ccncc2)CCN3)c1
15.6%	O=C(CCNC(=O)C1CCCC1)NC1CCCCCC1
31.6%[activator]	CCC(c1cccs1)N1C(=O)[C@H]2CN(C(=O)NC)C[C@H]2C1=O (stereo not given in full)
6.6%	O=C(Nc1ccccc1)OC[C@@H]1CSCCS(=O)(=O)N1
5.5%	COCCn1c(C)cc(C(=O)COC(=O)c2c(C)nn(Cc3ccccc3)c2Cl)c1C
?	CC(CCN1CCC(C(O)(c2ccccc2)c2ccccc2)CC1)Oc1ccccc1C#N (stereo not given)
2.7%	O=C1NC(Cc2ccccc2)c2nc3cc(F)c(F)cc3c(=O)n2-c2cc3ccccc3cc21 (stereo not given)
87.3%[activator]	O=C(c1ccccn1)N1CCCCCCn2c(nnc2-c2ccc(F)cc2)CC1
-9.7%	CCN1c2cc(C(=O)NCc3ccc(SC)cc3)ccc2C(=O)N2CCCCCC21 (stereo not given)
?	COc1ccc2nc3n(c2c1)[C@@H](CNCc1ccc(C(=O)O)cc1)COC3
?	c1ccc(COc2ccc(Oc3cc(-c4nc5ccccc5s4)c4ccccc4n3)cc2)cc1
19.5%	Cc1ccc(NC(=O)Cn2c(C)cc3nc4n(c(=O)c32)CCCC4)c(C)c1
11.4%	CC(=O)Nc1cccc(NC(=O)Cn2nc3c(cc2=O)CCCCC3)c1
2.0%	OCC1(O)CCCN(Cc2ccccc2Cn2cccn2)C1 (stereo not given)
12.3%[176 µM]	COc1ccc(Cl)cc1-c1ncc2c(n1)OCCN(Cc1ccc(F)cc1F)C2=O
13.4%	CCOC(=O)NNC(=O)c1ccc(CC)cc1
0.251µM*	O=c1c2cc([N+](=O)[O-])ccc2sn1-c1ccccc1
58.8%[activator][176 µM]	COC(=O)[C@@H]1Cc2ncn(Cc3ccc(OC)cc3)c2CN1C(=O)CCC(=O)O
48.9%[activator]	O=C(c1ccoc1)N1C[C@@H](COc2ccncc2)[C@H](c2ccccn2)C1
1.8%	COC(=O)c1ccc(C(=O)N2CCc3c(C(=O)NC(C)c4ccco4)c(OC)cc(=O)n3CC2)cc1 (stereo not given)
-0.9%	Cc1ccc(S(=O)(=O)NCc2ccccc2)cc1C(=O)NCC(=O)Nc1c(C)cccc1C
23.1%	Cc1cnc(CNC(=O)C2(N3CCCCC3)Cc3ccccc3C2)cn1
55.5%[activator]	c1ccc2sc(C3CCCN(Cc4cc5n(n4)CCNC5)C3)nc2c1 (stereo not given)
-25.0%	Cc1noc(C)c1-c1ccc(C(=O)NCc2cccc(Cl)c2)c2occc12
-3.3%	CCOC1CCOC2(CCN(C(=O)c3n[nH]c4ccccc34)CC2)C1 (stereo not given)
33.1%	Cc1cccc(C)c1OCCNC(=O)COc1ccc2c(C)cc(=O)oc2c1
-3.0%	CC(=O)NC(C)(c1ccccc1)c1nc(-c2cccc(F)c2)cs1 (stereo not given)
-27.4%	COc1ccc(C(=O)N/C(=C\c2cc3ccc(OC)cc3nc2Cl)C(=O)N(C)C)cc1
6.8%	Cc1ccc(S(C)(=O)=O)cc1C(=O)NCc1coc(-c2cccs2)n1
-0.9%	Cc1ccc2c(CN3CCN(c4cccc(Cl)c4)CC3)cc(=O)oc2c1
?	O=C(COc1c(CO)cc(F)cc1CO)Nc1ccc(Cl)cc1F
9.6%	CC(C)CC(=O)Nc1ccc(-c2cc3cc(F)ccc3[nH]2)cc1
4.8%	O=C(N[C@H]1CO[C@H]2[C@@H]1OC[C@@H]2n1nnnc1Oc1ccc(-n2ccnc2)cc1)C1CCCCC1
35.8%	COc1nccc(N2CCC(CC(=O)N3CCN(C(C)=O)CC3)CC2)n1
23.9%	CC(C)c1nc2c(c(-c3ccc(O)cc3)n1)CN(C(=O)c1ccc(F)cc1)CC2
?	CCOc1cc(CN2CCCCCC2c2ccccc2Cl)ccc1OCC(N)=O (stereo not given)
3.0%	Cc1ccc(C(=O)NCCc2c[nH]c3ccccc23)cc1
10.2%	CCOC(=O)[C@]12CCCC=C1N(CCC1=CCCCC1)C(=O)[C@H](CC(=O)N1CCCCC1)C2
-2.0%[176 µM]	COCCNC(=O)[C@@H]1C[C@@H](c2ccc(F)cc2)N([S+](=O)([O-])c2cccnc2)C1
41.6%[activator]	Cc1ccccc1S(=O)(=O)N1CCC(n2cnnc2C2CC2)CC1

# Other structures follow:
ALOX12 inh	SMILES
23.0%	COc1ccc(OC)c(-c2nc3c(C)cccc3cc2CN2CCCC(O)C2)c1 (stereo not given)
2.8%	COc1ccc(CNC(=O)C[C@@H]2c3nc(NC(=O)c4c(F)cccc4F)sc3C[C@@H]3[C@](C)(CO)[C@H](O)CC[C@]32C)cc1
-2.6%	COc1ccc(C2Cn3nnc(-c4noc(-c5ccccn5)n4)c3CO2)cc1 (stereo not given)
-12.9%	CCOc1ccc(C2CCCN2C(=O)c2csc(-c3ccsc3)n2)cc1 (stereo not given)
52.8%[activator]	O=C(c1ccc(N2CCC(CO)CC2)nc1)N1CCC(N2CCOCC2)CC1
?	O=C(CN1C(=O)C(c2ccccc2)=NC12CCCCCC2)Nc1cccc(Cl)c1
4.9%	CC(C)(C)C1CCc2onc(C(=O)N3CCCCC3)c2C1 (stereo not given)
-8.6%	O=C1Nc2ccccc2CC12CCCCN2[S+](=O)([O-])c1cccs1 (stereo not given)
-6.9%	CC(=O)NCCNC(=O)Cc1c[nH]c2ccccc12
-19.5%	O=C(O)c1ccc(CN2CCC[C@@H](O)[C@H](NC(=O)c3ccc(OCc4ccccc4)cc3)C2)cc1

# 4 structures from above, arranged by molecular weight, smallest number first:
ALOX12 inh	SMILES
82.7%[activator][176 µM]	CC1=NOC2(CCN([S+](=O)([O-])c3cccs3)C2)C1 (stereo not given)
41.6%[activator]	Cc1ccccc1S(=O)(=O)N1CCC(n2cnnc2C2CC2)CC1
?	O=C(COc1c(CO)cc(F)cc1CO)Nc1ccc(Cl)cc1F
87.3%[activator]	O=C(c1ccccn1)N1CCCCCCn2c(nnc2-c2ccc(F)cc2)CC1

# The listing continues:
ALOX12 inh	SMILES
-58.3%	COC(=O)Cn1c(CN2CCN(c3ccccc3)CC2)nc2c1c(=O)n(C)c(=O)n2C
0.6%	COCCn1c(=O)[nH]c(=O)c2c3c(cnc21)C(=O)CC(c1ccco1)C3 (stereo not given)
33.0%[activator]	COCCOc1ccc(C(=O)NC(C)(C)C)cc1Br
-5.7%	Cc1cnc2c(S(=O)(=O)NC3CCCCNC3=O)cccc2c1 (stereo not given)
9.6%	CC(C)NC(=O)NC(=O)CN(C)Cc1cccc(C#N)c1
11.1%[176 µM]	COc1ccccc1C(=O)N1CC(CNc2cccnc2)C2(C1)CN(c1ccccc1)C2 (stereo not given)
42.9%[activator]	O=C(NC1CCCCC1)N1CCN(C(=O)N2CC3CC(C2)[C@H]2CCCC(=O)N2C3)CC1 (stereo not given in full)
-15.6%	O=C(CSc1ncc(-c2ccc(F)cc2)o1)NCc1ccccc1
?	O=C(O)c1cc(-c2ccccc2F)no1
?	Cc1ccc(CNC(=O)CCCn2ccc3cc(S(=O)(=O)N4CCCC4)ccc32)o1
53.9%[activator]	CCc1noc(-c2cn(C3CCCN(C(=O)c4ccc(F)c(Cl)c4)C3)nn2)n1 (stereo not given)
?	Cc1nc(-c2ccc(F)cc2)n(CC(=O)Nc2cccc(C(F)(F)F)c2)c(=O)c1CCO
41.0%[activator]	CC(C)c1cc(-c2nn3c(-c4ccccn4)nnc3s2)n(C)n1
-55.2%	COC(=O)c1ccc(C2C(C#N)=C(N)Oc3n[nH]c(-c4ccc(OC)cc4)c32)cc1 (stereo not given)
?	CCS(=O)(=O)c1ncc(N(Cc2ccccc2)Cc2ccco2)c(C(=O)Nc2ccccc2)n1
3.2%	Cc1oc(-c2ccccc2)nc1C(=O)NCC(c1ccccc1)N1CCCC1 (stereo not given)
?	COCCN1C(=O)c2n[nH]c(-c3ccco3)c2C1c1ccccc1 (stereo not given)
-45.1%	COc1ccc(NC(=O)C2Cc3c(-c4ccccc4Oc4ccccc4)ccnc3O2)cc1 (stereo not given)
21.1%	CCCN(CC1CCOC1)C(=O)c1ccc(Br)o1 (stereo not given)
?	CCOC(=O)c1oc2cc(O)ccc2c(=O)c1-c1ccc2c(c1)OCCO2
12.6%	O=C1CCCCCCC(=O)[C@H](O)C[C@H](c2ccccc2)O1
25.1%	COc1ccc(-c2ccc3nnc(CNC(=O)c4ccc(C#N)cc4)n3n2)cc1
12.0%	CCOC(=O)C(CC)Sc1nnc(CSc2nc(C)cc(C)n2)n1-c1ccc(F)cc1 (stereo not given)
52.9%[activator]	CCC(C)NC(=O)C(NC(=O)c1ccccc1Cl)C1CCN(C(=O)CCc2ccccc2)CC1 (stereo not given)
4.7%	CNC(=O)C(C)n1nc(-c2cc(C)ccc2C)c2ccccc2c1=O (stereo not given)
-14.9%	CCCn1c(=O)c2sc(N3CCC(C)CC3)nc2n(CC(=O)Nc2cc(Cl)ccc2C)c1=O
113.2%[activator]	Cn1c(CN2CCN(c3ncccc3C#N)CC2)nnc1C1CC(N)C1 (stereo not given)
-8.5%	COCCNC(=O)C(NC(=O)c1ccccc1)C1CCN(C(=O)C2CC2)CC1 (stereo not given)
1.1%	CC(C)c1ccc(NC(=O)C2(C)Cc3c(-c4cccc(C(N)=O)c4)ccnc3O2)cc1 (stereo not given)
7.8%	CC(C)c1ccc(NC(=O)CN(c2cc(C(F)(F)F)ccc2Cl)S(C)(=O)=O)cc1

# Part of the list above, with tabs:
smiles	ALOX12 inh
O=C(c1ccoc1)N1C[C@@H](COc2ccncc2)[C@H](c2ccccn2)C1	48.9%[activator]
COC(=O)c1ccc(C(=O)N2CCc3c(C(=O)NC(C)c4ccco4)c(OC)cc(=O)n3CC2)cc1 (stereo not given)	1.8%
Cc1ccc(S(=O)(=O)NCc2ccccc2)cc1C(=O)NCC(=O)Nc1c(C)cccc1C	-0.9%

# Next part
ALOX12 inh	SMILES
-10.6%	CCCNc1nc2ccccc2nc1C(=O)Nc1ccc(Cl)cc1
30.2%[activator]	COCC(=O)NC[C@H]1CCN(Cc2ccc(Br)o2)C[C@H]1N(C)C
8.9%	O=[N+]([O-])c1cc(S(=O)(=O)Nc2ccccc2)ccc1N/N=C/c1ccc(C(F)(F)F)cc1
7.6%	O=C(NCCc1cccc(Oc2ccccc2)c1)[C@H]1CCC[C@H](O)C1
-1.0%	CCOC(=O)C(C)Oc1ccc2c(=O)c(Oc3ccccc3OCC)coc2c1 (stereo not given)
6.0%	CCOC(=O)C1=C(CN(CCOC)Cc2ccco2)NC(=O)NC1c1ccc(OC(C)C)cc1 (stereo not given)
16.5%	CCOc1ccc(S(=O)(=O)N(CC)CC)cc1NC(=O)c1cccc(CN2CCCC2=O)c1
?	COCC1CN(Cc2cccc3[nH]ccc23)CC12CCNCC2 (stereo not given)
45.1%[activator]	CC(C)CCN(C1CCOCC1)C1CCN(C(=O)c2ccc(F)cc2)CC1
